Screens: PubChem, National Center for Advancing Translational Sciences (NCATS)
LDHA inh: qHTS assay for inhibitors of human lactate dehydrogenase. L-lactate dehydrogenase A chain (Homo sapiens), P00338. purified LDHA, NADH/diaphorase-resazurin fluorescence; active compounds read low. activity change, % (values are at about 110 or 230 µM). actives 0.15% (n = 480,000). AID 1347041, 2019; in the data active means activity change below about -30%; inconclusive means mostly about -25% to -30%;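 further: plate controls were DMSO wells for no effect and wells without enzyme for full effect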
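Human LDH5 (2 nM) was incubated with 0.06 mM NADH and 0.2 mM pyruvate for 5 min at room temperature in Tris pH 7.4. Remaining NADH was coupled through diaphorase/resazurin, and resorufin fluorescence was read at 0 and 20 min.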
* = called active by the depositor; ? = inconclusive. A portion of the library. The share of hits here may be higher or lower than overall.

SMILES	LDHA inh
CN(Cc1ccc(C(=O)NCC(F)(F)F)cc1)C(=O)c1ccc(F)cc1	-2.3
COCCn1c(SCCO)nc2c1c(=O)[nH]c(=O)n2C	0.8
CCc1cc(=O)oc2c(C)c(OCC(=O)NCCc3ccc(S(N)(=O)=O)cc3)ccc12	-1.1
CC(C)Nc1cccc(S(=O)(=O)N2CCCN(S(=O)(=O)c3ccc4c(c3)OCCO4)CC2)c1	-0.4
O=C(Nc1ccc(Cl)c(S(=O)(=O)N2CCCC2)c1)c1n[nH]c2ccccc12	-9.3
Cc1ccc(-c2nc(CSCC(=O)NCc3cccs3)c(C)o2)cc1	-6.3
Cc1ccc(NC(=O)c2ccc3ncsc3c2)cc1C	0.2
CCc1ccc2c(c1)-c1ccccc1S(=O)(=O)N2CC(=O)N1CCC(C(N)=O)CC1	5.5
CN(C)C(=O)CN1CCCC1c1ccc2c(c1)OCCO2 (configuration not stated)	6.1
CC(C)n1c(SCC(=O)NCc2cccs2)nnc1-c1ccc2c(c1)OCCCO2	6.7
CCc1ccc(-c2nc(CSCC(=O)NCC(OC)OC)c(C)o2)cc1	0.6
C=CCNC(=O)NC(=O)COC(=O)/C=C/C=C/C	-1.1
N#CC1(C(N)=O)C(c2ccccc2Cl)C1(C#N)C(N)=O (configuration not stated)	-8.8
COc1cccc(NC(=O)Nc2cc(C(=O)NCc3cccc(F)c3)ccc2N2CCOCC2)c1	0.6
O=C(COCC(=O)N(c1ccccc1)c1ccccc1)Nc1ccccc1	1.5
O=C(O)c1ccc2c(c1)c(C(C(=O)O)N1CCCC1)cn2Cc1ccccc1 (configuration not stated)	-7.8
COc1cc(CN2CCN(S(=O)(=O)c3ccc(C)cc3)CC2)cc(OC)c1O	33.8
CC(C)c1ccc(S(=O)(=O)N2CCN(C(=O)c3cn[nH]c3-c3ccccc3)CC2)cc1	-6.0
Cc1cc(C(=O)Cn2c(Cl)nc3c2c(=O)n(C)c(=O)n3C)c(C)n1CCc1ccccc1	1.2
CCCCCn1nc(C(=O)N2CCN(c3ccc(C(C)=O)cc3)CC2)c2ccccc2c1=O	1.5
O=C(C1CN(C(=O)c2cccc(Cl)c2Cl)c2ccccc2O1)N1CCOCC1 (configuration not stated)	-16.5
CC(C)Cn1nc(C(=O)N2CCC(n3c(=O)[nH]c4ccccc43)CC2)c2ccccc2c1=O	1.1
CC(c1ccccc1)N(C)C(=O)COC(=O)c1cc2ccccc2[nH]1 (configuration not stated)	13.6
CN(C)CCCNc1nc(-c2ccncc2)nc2ccccc12	1.0
CCNC(=O)CSc1nc(C)nc2sc3c(c12)CCC3	4.6

(cont.)
SMILES	LDHA inh
COc1ccc(OC)c(NC(=O)C(OC(=O)CNC(=O)c2ccccc2)c2ccccc2)c1 (configuration not stated)	3.0
Cc1nc(NC(=O)C(C)Sc2nnc(-c3ccccc3F)n2C(C)C)sc1C (configuration not stated)	-5.0
COc1cccc(C(=O)Nc2cc(C(C)(C)C)on2)c1	0.5
CCc1ccc(CNC(=O)C2CCCN(C(=O)c3cccc(C(F)(F)F)c3)C2)cc1 (configuration not stated)	2.9
CCOP(=O)(OCC)c1nc(-c2cccc([N+](=O)[O-])c2)oc1NCc1ccc(OC)cc1	4.7
COc1ccccc1NC(=O)Cn1nc(N2CCN(c3cccc(Cl)c3)CC2)ccc1=O	0.0
COc1cc(/C=C/C(=O)c2cccc([N+](=O)[O-])c2)cc(OC)c1	-4.0
COc1ccc(CNC(=O)c2sc(-c3ccc(C)cc3)nc2C)cc1	0.8
O=C(NCc1ccc(OC(F)(F)F)cc1)C1CCN(S(=O)(=O)/C=C/c2ccccc2)CC1	-0.2
CCC/C=N/NC(=O)c1ccc(C)cc1C	4.5
CC(=O)NCCNC(=O)CSc1nc(C2CC2)nc2ccccc12	3.0
CC(NC(=O)c1n[nH]c(=O)c2ccccc12)c1ccco1 (configuration not stated)	-0.8
O=C(CCS(=O)(=O)c1cc2c3c(c1)CCN3C(=O)CC2)N1CCN(c2ccccc2)CC1	-18.0
O=C(/C=C/c1cccc(Br)c1)c1ccc(N2CCOCC2)cc1	10.8
COc1ccc(CNC(=O)c2csc(NC3CC3)n2)cc1	-14.3
CCN(Cc1ccco1)C(=O)c1[nH]c2c(c1C)C(=O)CC(C)(C)C2	2.2
O=C(OCC(=O)N1CCC(c2ccccc2)=N1)c1cc2c(s1)CCCC2	6.8
Cc1ccc2nc(C)c(C(=O)/C=C/c3ccccc3)c(-c3ccccc3)c2c1	-1.0
COc1ccccc1NC(=O)CSc1nnc(CN2CCCCC2)n1-c1ccc(F)cc1	-10.8
CN(CC(=O)Nc1cccc(F)c1)C(=O)c1cccc(C(=O)N(C)CC(=O)Nc2cccc(F)c2)n1	-2.9
CN(C)C(=O)CN1CCN(C(C(=O)O)c2c(-c3ccccc3)[nH]c3ccccc23)CC1 (configuration not stated)	1.2
CC(=O)Nc1ccc(OCc2cccc(-c3nc4ccccc4c(=O)n3Cc3ccco3)c2)cc1	22.8
COc1ccc(-c2nn3c(=O)cc(CNC(=O)c4ccc(C(C)(C)C)cc4)nc3s2)cc1	-4.8
O=C(/C=C/c1ccc(O)cc1)c1ccsc1	10.8
Cc1nn(C)cc1CN(C)C(=O)Cn1nc(C(F)(F)F)c(Br)c1C1CC1	1.9

The results go on:
SMILES	LDHA inh
O=C(CN(Cc1ccco1)C1CC1)NC1CCCC1	-3.0
COc1ccc2oc(=O)c(C(=O)Nc3ccccc3Cl)cc2c1	-3.5
Cc1ccc(CNC(=O)C(C)N2CCN(c3ccc([N+](=O)[O-])c4cnccc34)CC2)cc1 (configuration not stated)	9.2
Cc1ccc(NS(=O)(=O)c2cc(-c3ccc4nnc(C)n4n3)ccc2C)cc1	-4.3
COc1cc(/C=C(/C#N)C(=O)O)cc(Cl)c1OC(C)C	6.0
CN(C)c1ccc(C=Nc2cccc3ccccc23)cc1	38.4
CC(C)(C)C(=O)Cn1cnc(C#N)n1	-3.7
CCc1c(C)sc(NC(=O)C2CC2)c1C#N	-4.9
CCN(C(=O)c1ccc2c(=O)n3c(nc2c1)CCCCC3)c1ccccc1	-0.6
CC1CCN(C(=O)CCc2ncc(-c3c(F)cccc3F)o2)CC1	7.0
CCOc1ccc(NC(=O)c2nn(-c3cc(OC)cc(OC)c3)c(=O)c3ccccc23)cc1	0.8
O=C(COc1ccc2c(=O)c(-c3ccccc3)coc2c1)Nc1ccc2c(c1)OCO2	2.6
CC(C)(C)OC(=O)NC1CCN(C(=O)CCCc2cccs2)CC1	-0.7
COCCCNC(=O)CN(C)C(=O)CCc1ncc(-c2ccccc2)o1	-0.6
CCCCOc1ccc(C(=O)Nc2cccc3ccc(C)nc23)cc1	10.1
C=CCOc1cccc(NC(=O)c2ccccc2Cl)c1	-0.1
COc1cc(C#N)cc(Cl)c1O	-4.6
O=C(Nc1cccc2cccnc12)c1cc(Cl)ccc1Cl	-2.3
O=C(/C=C/c1ccccc1)N1CCN(Cc2ccccc2)CC1	-0.2
Cc1cc2occ(CC(=O)Nc3ccc(Cl)cc3F)c2cc1C	9.3
CC1Cc2cc(S(=O)(=O)NCCC(=O)Nc3cccc(C(F)(F)F)c3)ccc2N1C(=O)C1CC1 (configuration not stated)	8.6
CCOC(=O)c1sc2cccc(F)c2c1COC(=O)c1occc1C	7.0
CNC(=O)COc1c(Cl)cc(Cl)c2ccc(C)nc12	25.6
Cc1cc(C)cc(NC(=O)CSc2nc3nccnc3c(=O)n2CCc2ccccc2)c1	1.9
COC(=O)CCOc1ccc(S(=O)(=O)Nc2cccc(Cl)c2C)cc1	9.9

Further compounds:
SMILES	LDHA inh
COCCNC(=O)Cn1cc(S(=O)(=O)Cc2ccccc2)c2ccccc21	-6.1
Cc1onc(-c2ccccc2)c1-c1nnc(CN(C)CC(=O)N2CCCC2)o1	8.3
CN(C)C(=O)C(c1ccccc1)N(C)Cc1ccc2c(c1)OCO2 (configuration not stated)	3.4
CCOC(=O)NC(C)C12CC3CC(CC(C3)C1)C2 (configuration not stated)	-4.0
CC(c1ccc(S(C)(=O)=O)cc1)N(C)S(=O)(=O)c1ccc(Cl)c(Cl)c1 (configuration not stated)	6.0
O=C(CCc1nnc(-c2ccccc2)o1)Nc1ncc(Cc2cccc(Cl)c2)s1	0.6
CC(=O)c1ccc(S(=O)(=O)NCCC(=O)O)cc1	1.5
O=C(CSc1nc2ccccc2nc1N1CCCCC1)N1CCN(C2CCCC2)CC1	1.9
CCN(CC)C(CNC(=O)Nc1ccc(C(=O)N2CCCCCC2)cc1)c1ccsc1 (configuration not stated)	3.5
Cc1ccc(-n2nnnc2SCc2nc3ccccc3o2)c(C)c1	-3.3
Cc1ccc(CN(Cc2ccco2)C(=O)c2cc3ccccc3oc2=O)cc1	5.6
O=C(N1CCN(Cc2ccccc2)CC1)C(F)(F)C(F)(F)C(F)(F)C(F)(F)F	12.3
COc1ccccc1NC(=O)Cn1nc(-c2cccc([N+](=O)[O-])c2)c2ccccc2c1=O	11.3
CCN(CC)c1ccc(N=Cc2ccc(Br)s2)cc1	25.5
CCOC(=O)C1CCN([C@H]2CS(=O)(=O)C[C@@H]2S(=O)(=O)c2ccc(C)cc2)CC1	11.9
CCCn1nc(C(=O)Nc2sc3c(c2C(N)=O)CCC3)c2ccccc2c1=O	-3.2
COc1cccc2cc(C(=O)N3c4ccccc4CC3C)c(=O)oc12 (configuration not stated)	-0.3
CC(=O)Nc1ccc(NC(=O)COc2cc(O)c3c(=O)cc(-c4ccccc4)oc3c2)cc1	-2.2
Fc1ccc(F)c(-c2csc(NCc3ccco3)n2)c1	10.7
COCCCn1c(-c2ccc(O)c(OC)c2)nc2c1c(=O)[nH]c(=O)n2CC(C)C	4.8
Cn1nc(C(=O)NCCN2CCCCCC2)c2c1-c1ccccc1OC2	9.8
CN(C)C(=O)C1CC1c1cccc(Br)c1 (configuration not stated)	1.2
CCOc1nc2ccccc2nc1C(C#N)C(=O)NCc1ccccc1 (configuration not stated)	-9.9
Cc1ccc(C(=O)OCC(=O)c2ccc(C3CCCCC3)cc2)cc1	1.0
CC(NS(=O)(=O)Cc1ccc(F)cc1)c1ccccn1 (configuration not stated)	7.1

Next section:
SMILES	LDHA inh
CCCOc1ccc(CN(C(=O)c2cc(=O)c3c(C)cc(C)cc3o2)C2CCS(=O)(=O)C2)cc1 (configuration not stated)	3.5
Cc1ccnc(NC(=O)CCc2nc(C(C)(C)C)no2)c1	-13.6
N#Cc1c(NC(=O)c2nn(-c3ccccc3)c(=O)c3ccccc23)sc2c1CCCC2	?
COc1cc(/C=C(/C#N)C(=O)C(C)(C)C)cc(Cl)c1OC	1.3
NC1(C(=O)O)Cc2ccccc2C1	5.7
CC(C)c1ccc(/C=N/NC(=O)c2ccccc2)cc1	10.6
COc1ccc(Br)cc1S(=O)(=O)NCCN(C)C	-9.1
O=C(COc1ccc2ccccc2c1)Nc1nc2n(n1)C(c1ccc(Cl)cc1)CC(=O)N2 (configuration not stated)	-1.0
Cc1ccc(NC(=O)C2=C(c3ccccc3)NC(=S)NC2c2ccc(C(C)C)cc2)cc1 (configuration not stated)	9.0
CCN(CC)S(=O)(=O)c1ccc(C(=O)Nc2ccc(C)cc2Br)cc1	-0.2
CCN(C(=O)c1cccs1)c1nc(-c2ccccc2)cs1	1.6
COc1cccc2c1ccn2CC(=O)NCC1CCC(C(=O)O)CC1 (configuration not stated)	-16.9
COCC(=O)N1CCN(Cc2nnc(C)o2)CC1	5.6
CCCCCN1CCN(c2nc3c(c(=O)[nH]c(=O)n3C)n2CCCc2ccccc2)CC1	0.4
NC(=O)C1CCN(Cc2cc(=O)oc3cc(-c4ccccc4)c(O)cc23)CC1	-4.0
CC(=O)c1cccc(NC(=O)C(C)Oc2ccc3c(C(C)C)cc(=O)oc3c2)c1 (configuration not stated)	4.6
Cc1cccc(-c2nnc(SCC(=O)Nc3ccc(F)c(F)c3)n2Cc2ccco2)c1	-1.4
C#CCOc1cccc(C2CC(=O)Nc3c2c(C)nn3-c2ncnc3nc[nH]c23)c1 (configuration not stated)	-3.1
COc1ccc(C(=O)Nc2cc(C)c(O)c(-c3nc4ccccc4o3)c2)cc1	-1.8
CCNc1c(NC(=O)c2cccc(OC)c2)c(=O)oc2ccccc12	0.0
N#CCCN(CCC#N)C(=O)CSc1ncc(-c2ccc(F)cc2)o1	-9.1
